14-3-3 Bad inh = disrupts binding of bovine 14-3-3 zeta to phospho-Bad peptide; TR-FRET 14-3-3zeta/Dy647-pBad peptide displacement, 1 h; inhibition, % at 21.7 µM; hit rate 0.71% among 220,000; P63103;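 active = inhibition above about 70%, limit read from the data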;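 note: 0% = full 14-3-3 plus peptide FRET controls and 100% = background without 14-3-3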
Target sequence (P63103 whole entry, looked up): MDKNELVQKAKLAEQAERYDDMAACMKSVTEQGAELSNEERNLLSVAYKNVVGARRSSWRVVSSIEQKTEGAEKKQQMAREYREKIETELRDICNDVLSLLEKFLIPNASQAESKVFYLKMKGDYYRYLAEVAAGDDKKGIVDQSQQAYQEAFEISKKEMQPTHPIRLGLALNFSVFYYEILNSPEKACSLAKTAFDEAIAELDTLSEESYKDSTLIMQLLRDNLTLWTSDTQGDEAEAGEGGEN
FXIa inh 1536 = factor XIa (human) inhibition; P03951; purified FXIa, Boc-Glu-Ala-Arg-AMC fluorogenic substrate; inhibition, % at 5 µM; hit rate 0.14% among 220,000; AID 798;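 active = inhibition of at least 40%; inactive = inhibition below 40%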;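 note: fluorescence of freed AMC excited at 355 nm; 0% = enzyme without compound and 100% = no enzyme blank; many of its hits are not listed in these tables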
Rad51 HR inh = Rad51 (human) homologous recombination inhibition; hRad51 DNA strand exchange, fluorescence dequenching; Q06609; hit rate 0.085% among 200,000; inhibition, % at 10 µM; AID 1385;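 active = inhibition above 40% at the single screening dose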;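 note: 0% = DMSO control wells and 100% = blanks with heterologous ssDNA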
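Assay system: Human Rad51 nucleoprotein filaments preassembled on unlabelled ssDNA | Reagent: Donor/quencher-labelled 47-bp dsDNA substrate | Doses: One concentration, 10 µM final | Times: 37 °C 15-min filament assembly, 30-min compound preincubation, 15-min exchange | Technique: Fluorescein emission 520 nm, excitation 485 nm | Benchmarks: Plate control and blank wells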
Wee1 degr inh = human Wee1 degradation inhibition, primary screen; P30291; HeLa Luc-Wee1K328M stability, luciferase luminescence; 100% = proteasome inhibitor MG132 effect; reporter increase, % at 5 µM; hit rate 1.2% among 220,000; AID 1321;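 active = activation above the mean of all tested compounds plus 3 SD, set per screening run, cut at about 8.8% in these data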;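 note: cells exposed to compound for 20 h before luminescence read; 0% = DMSO alone and 100% = MG132 at 30 µM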
Target sequence (P30291 whole entry K328M): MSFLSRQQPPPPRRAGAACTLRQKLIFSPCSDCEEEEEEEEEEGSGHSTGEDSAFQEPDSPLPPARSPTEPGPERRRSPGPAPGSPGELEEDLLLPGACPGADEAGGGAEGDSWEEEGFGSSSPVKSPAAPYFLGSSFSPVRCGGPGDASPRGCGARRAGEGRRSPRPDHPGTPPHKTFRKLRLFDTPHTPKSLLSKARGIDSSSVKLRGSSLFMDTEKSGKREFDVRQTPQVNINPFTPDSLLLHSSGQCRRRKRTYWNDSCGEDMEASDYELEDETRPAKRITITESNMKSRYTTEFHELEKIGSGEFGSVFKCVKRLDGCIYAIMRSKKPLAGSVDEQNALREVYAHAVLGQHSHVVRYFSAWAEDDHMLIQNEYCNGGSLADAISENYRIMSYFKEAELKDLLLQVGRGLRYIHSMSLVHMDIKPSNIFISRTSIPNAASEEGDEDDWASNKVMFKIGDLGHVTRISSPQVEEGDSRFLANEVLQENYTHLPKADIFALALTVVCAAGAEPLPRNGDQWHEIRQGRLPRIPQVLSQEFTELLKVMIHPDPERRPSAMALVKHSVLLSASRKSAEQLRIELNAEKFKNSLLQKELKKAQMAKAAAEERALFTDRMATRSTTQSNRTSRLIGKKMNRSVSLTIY
p97 ATPase inh = blocks human p97 ATPase activity; P55072; recombinant p97 ATPase, Kinase-Glo ATP luminescence, 3 h; inhibition, % at 8 µM; hit rate 0.42% among 220,000; AID 1481; in the data active = inhibition above about 15%;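 note: 0% = DMSO vehicle and 100% = wells lacking enzyme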
eIF4E-4G inh = inhibitors of eIF4E and eIF4G interaction in translation initiation | P63073+Q04637 | TR-FRET eIF4E-eIF4GI(517-606) binding, 2 h | inhibition, % at 21.7 µM | hit rate 0.37% among 220,000 | AID 782;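 active = inhibition above about 30%, limit read from the data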;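 note: 0% = full FRET control wells and 100% = background wells lacking eIF4GI fragment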
FXIIa inh 1536 = inhibitors of human coagulation factor XIIa; P00748; purified FXIIa, Boc-QGR-AMC fluorogenic substrate, 2 h; inhibition, % at 5 µM; hit rate 0.3% among 220,000; in the data active = inhibition above about 40%;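 note: 0% = enzyme with no compound and 100% = blank without enzyme; many of its hits are not listed in these tables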
MDM2 E3 inh = inhibitors of human Mdm2 E3 ubiquitin ligase | signal enhancement, % at 5 µM | Q00987 | hit rate 0.11% among 210,000 | cell-based MDM2 ubiquitination luciferase reporter, 2 h; 0 = plate control, 100 = twice control, blank-subtracted;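 active = signal enhancement of 30% or more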;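 note: luminescence tracks abundance of the self-degrading MDM2-luciferase fusion protein; higher signal means inhibition of MDM2 E3 ligase activity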
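Material: Stable MDM2–luciferase fusion reporter cells | Amount: 2000 cells seeded into each well | Dosing: One concentration, 5 µM, with 0.2% DMSO | Incubation: 4 h cell settling then 2 h compound exposure, 37 °C | Measured by: Luciferase luminescence | Read-out basis: % enhancement relative to plate controls after blank subtraction | Benchmarks: Control and blank well means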
KLK5 inh = blocks human kallikrein 5 protease activity; Q9Y337; AID 873; hit rate 0.59% among 210,000; recombinant hK5, fluorogenic AMC substrate cleavage; inhibition, % at 5 µM;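 active = inhibition of 40% or more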;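 note: 0% = enzyme controls without compound and 100% = no-enzyme blanks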
The depositor's hits bear a star; nt = no result given; [ ] = another dose, or the depositor's remark. Not a hit list, and some 3.5% of all compounds hit somewhere here.

SMILES	14-3-3 Bad inh	FXIa inh 1536	Rad51 HR inh	Wee1 degr inh	p97 ATPase inh	eIF4E-4G inh	FXIIa inh 1536	MDM2 E3 inh	KLK5 inh
Cc1ccc(NC(=O)c2nc[nH]c2C(=O)NCC(=O)OC(C)(C)C)cc1	-5	4	4	nt	nt	0	11	-9	2
c1ccc2c(c1)oc1c(NCc3ccc4c(c3)OCO4)ncnc12	18	11	10	-1	3	-9	21	-6	-1
Cc1cccc(NC(=S)NN2CCN(C)CC2)c1C	5	16	-6	-2	8	1	25	-40	-2
Cn1nnnc1SCC(=O)NCc1cccc(C(=O)O)c1	16	-2	-2	-1	5	2	8	-16	-32
O=C(CSc1nc(-c2ccc(F)cc2)nc2ccc(F)cc12)Nc1cccc(C(=O)O)c1	-6	-3	nt	2	3	-2	4	4	-6
COc1ccccc1NC(=O)c1ccc(-n2cccn2)nc1	3	-3	-1	2	-6	0	-2	-12	2
CCOC(=O)C1(Cc2cccc(F)c2)CCN(Cc2ccc(COC)o2)CC1	2	-1	-12	-1	-5	-3	11	1	1
C=CCC1(NC(C)c2ccccc2)CCCCC1 (configuration not stated)	12	8	-1	-2	2	12[fluorescence artefact?]	13	8	-13
COc1ccccc1NC(=O)C1CCCCC1	0	-3	nt	0	1	1	1	-1	1
CCc1ccc(OCC(=O)OC2CCS(=O)(=O)C2)cc1 (configuration not stated)	-3[fluorescence artefact?]	2	0	1	-2	6	14	-13	-9
O=C(CCSc1nc(-c2ccc3c(c2)OCO3)cc(C(F)(F)F)n1)NCc1ccccc1	-18	1	1	1	-1	-1	4	nt	-16
Cc1cc(C)n(-c2ccc(-n3ccnc3)nn2)n1	-10	12	-3	-1	-9	4	23	-5	-12
Clc1ccc(Nc2nc3cccnc3s2)cc1	-4	7	7	-1	5	1	6	5	-4
CCCCCCCC(=O)OCC(O)CO (configuration not stated)	-2	17	-11	-2	1	-3	22	nt	-2
CC(=O)Nc1nc2n(n1)C(c1ccc(F)cc1)C=C(c1ccccc1)N2 (configuration not stated)	31	4	-2	-2	3	4	14	-18	5
COc1ccccc1NC(=O)C(=O)N1CCCC1	-17	-1	-2	3	3	1	5	2	2
CCn1c(SCC(=O)N2CCCc3ccccc32)nc2c(c1=O)SC(C)C2 (configuration not stated)	2	-1	7	-1	-1	1	4	16	-3
FC(F)(F)COc1nc(N2CCCCC2)nc(N2CCNCC2)n1	-14[fluorescence artefact?]	-11	3	-1	-1	1	-13	-15	-23
C/C(=N/NS(=O)(=O)c1ccc(Br)cc1)c1ccc(NC(=O)c2ccc(C)o2)cc1	-7	-9	-4	2	-6	-5	1	-19	-8
O=C(CSc1nncs1)Nc1ccc2c(c1)OCO2	1	1	1	0	4	1	-5	1	-21
Cc1cccc(-n2c(Cc3cc(=O)[nH]c(=O)[nH]3)nnc2SCC(=O)Nc2cccc(C(F)(F)F)c2)c1	-4	3	-4	2	-5	-1	10	5	4
S=C(Nc1cccc(Cl)c1)NC1CC2CCCC(C1)N2C1CCCC1 (configuration not stated)	-25[fluorescence artefact?]	3	-3	0	4	7[fluorescence artefact?]	12	-4	-18
O=C(NC1CCCCC1)N1CCSC1=Nc1ccccc1	10	-2	1	1	-2	-7	10	-7	14
CCOC(=O)c1c(NC(=O)CSc2nnc(C)c(=O)[nH]2)sc2c1CCCC2	-1[fluorescence artefact?]	6	4	-1	9	-3	10	-21	-9
C=CCn1c(O)c(C2=c3ccccc3=NC2=O)s/c1=N/c1nccs1	17[fluorescence artefact?]	-7	nt	-1	3	2	-6	-22	16

Brought forward from above: six entries; new compounds follow.
SMILES	14-3-3 Bad inh	FXIa inh 1536	Rad51 HR inh	Wee1 degr inh	p97 ATPase inh	eIF4E-4G inh	FXIIa inh 1536	MDM2 E3 inh	KLK5 inh
O=C(CSc1nncs1)Nc1ccc2c(c1)OCO2	1	1	1	0	4	1	-5	1	-21
Cc1cccc(-n2c(Cc3cc(=O)[nH]c(=O)[nH]3)nnc2SCC(=O)Nc2cccc(C(F)(F)F)c2)c1	-4	3	-4	2	-5	-1	10	5	4
S=C(Nc1cccc(Cl)c1)NC1CC2CCCC(C1)N2C1CCCC1 (configuration not stated)	-25[fluorescence artefact?]	3	-3	0	4	7[fluorescence artefact?]	12	-4	-18
O=C(NC1CCCCC1)N1CCSC1=Nc1ccccc1	10	-2	1	1	-2	-7	10	-7	14
CCOC(=O)c1c(NC(=O)CSc2nnc(C)c(=O)[nH]2)sc2c1CCCC2	-1[fluorescence artefact?]	6	4	-1	9	-3	10	-21	-9
C=CCn1c(O)c(C2=c3ccccc3=NC2=O)s/c1=N/c1nccs1	17[fluorescence artefact?]	-7	nt	-1	3	2	-6	-22	16
CCc1ccc(OCCNC(=O)c2ccccc2SCc2ccccc2)cc1	3	-12	nt	2	0	7	-7	-15	0
CCC/C(C)=N/NC(=O)c1ccccc1O	-9	-5	-5	2	5	8	3	-11	-3
CCc1nc2oc3ccccc3c(=O)c2c(=O)n1-c1ccccc1	-9[fluorescence artefact?]	1	-8	1	-2	4	1	-23	-12
COc1ccc(NC(=O)Cn2nnc(-c3ccccc3NC(=O)C3CC3)n2)cc1	2	6	-1	4	-7	0	17	1	7
O=C(c1cnn(-c2ccccc2)c1)c1ccccc1O	-5	-5	-1	2	0	0	6	-24	-10
Cc1nnc(SCC(=O)Nc2nsc(-c3ccc(Cl)cc3)n2)s1	8	1	1	2	4	0	11	-15	-16
CC[N+]1(C)CCC(=C2c3ccccc3CC(=O)c3sccc32)CC1 (configuration not stated)	-5[fluorescence artefact?]	3	7	4	5	-4	14	-9	-13
CC(CCc1ccco1)NC(=O)CSc1cc(=O)n(C)c2ccccc12 (configuration not stated)	7	18	9	-1	-2	-7	37	-21	0
CC(c1ccc(Cl)cc1)n1c(-c2ccc3ccccc3n2)n[nH]c1=S (configuration not stated)	-7	-8	-1	-1	-1	7	6	-10	12
CCOC(=O)CSC1=C(C#N)C(c2ccccc2F)C(C(C)=O)=C(C)N1 (configuration not stated)	13	3	-9	7	1	0	10	-13	-10
COc1ccc(N2C(=O)CC(c3ccc(OC(C)C)cc3)C2=O)cc1 (configuration not stated)	1[fluorescence artefact?]	0	-2	nt	nt	-4	11	-3	3
COc1ccc(CCNC(=O)Cc2c(Cl)cccc2Cl)cc1	22	-8	0	3	-4	2	3	-7	-3
O=C(CSc1nc2ccccc2s1)N1c2ccccc2Sc2ccc(C(F)(F)F)cc21	7	9	-6	1	1	-8	19	-15	-13
C/C=C/C=C\C(=O)Nc1cccc(C2=NOC3(C2)C[C@@H](C(N)=O)N(C(=O)c2cc([N+](=O)[O-])cc([N+](=O)[O-])c2C)C3)c1 (some centres not stated)	1	3	6	nt	nt	8	8	2	2
CCOC(=O)C1(CCOc2ccccc2)CCN(C(=O)c2cncs2)CC1	29	1	nt	-3	0	-2	6	-22	nt
Cc1ccnc(N=Cc2c(O)ccc3oc4c(c23)CCCC4)c1	2[fluorescence artefact?]	-4	-39	2	4	13	11	8	-4
N#CCCN/N=C(/Cc1nc2ccccc2[nH]1)c1ccc(Cl)cc1	-9	-4	0	5	1	-4	-5	-8	-1
COc1cc(CCNc2ccc3nnc(-c4ccccc4)n3n2)cc(OC)c1OC	6	4	3	1	-2	3[fluorescence artefact?]	10	nt	-16
CCN1CCN(CCCNC(=O)c2cc3c(=O)[nH]c4ccccc4c3s2)CC1	-5	-9	2	-2	1	6	-25	-9	-40
CN(c1ccc(OCC(=O)N2CCOCC2)cc1)S(=O)(=O)c1ccc(Cl)cc1	-4	5	2	0	0	-1	11	-31	4
CC/C(=N\NC(=O)CSc1ncccn1)c1ccc2c(c1)OCCO2	-11	4	12	0	4	21[fluorescence artefact?]	8	2	-6
Cn1c2ccccc2c2c(C(=O)NCC3CCCO3)cn(C3CCCC3)c(=O)c21 (configuration not stated)	9	2	-13	2	5	0	11	-14	-4
CC1CCCN(C(=O)C23CCC(C)(C(=O)C2)C3(C)C)C1 (configuration not stated)	-2	7	6	0	0	3	17	-19	17
COc1ccccc1-c1cc(C(=O)Nc2ccccc2SC)no1	-10	-7	-7	-2	2	2	2	1	-8
O=C(CN1CCN(Cc2ccc(F)cc2Cl)C1=O)NCCc1ccc(Cl)cc1	8[fluorescence artefact?]	2	-3	1	-7	0	4	-19	-9
SMILES	14-3-3 Bad inh	FXIa inh 1536	Rad51 HR inh	Wee1 degr inh	p97 ATPase inh	eIF4E-4G inh	FXIIa inh 1536	MDM2 E3 inh	KLK5 inh
O=C(NCCSc1c(-c2ccccc2)[nH]c2ccccc12)c1cc2ccccc2oc1=O	-9[fluorescence artefact?]	10	-10	1	1	-3[fluorescence artefact?]	16	nt	-8
O=C(Nc1c(Cl)cc(Cl)cc1-c1nc2ccccc2s1)c1ccc(Br)o1	-16[fluorescence artefact?]	-9	-6	-2	0	-10	-13	-19	1
Cc1cc(C)c2nc(-c3ccccn3)cc(C(=O)Nc3ccc(S(=O)(=O)Nc4cc(C)on4)cc3)c2c1	-2	2	5	0	1	6	9	-3	-11
CCOc1ccc(C)cc1S(=O)(=O)n1ccnc1	-7	7	-1	1	-4	-11	1	-14	-20
Cc1cccc2sc(NC(=O)c3cccc(S(=O)(=O)N4CCc5ccccc54)c3)nc12	-19	-1	5	2	0	1	7	-2	-19
C/C(CC(=O)Nc1ccc2c(c1)OCO2)=N\NC(=O)OC(C)(C)C	-24	-2	22	6	4	3	5	-1	-4
COc1ccc(/C=C2\CCCC3C2=NC(=S)NC3c2ccc(OC)cc2)cc1 (configuration not stated)	-1[fluorescence artefact?]	-1	nt	2	9	-2[fluorescence artefact?]	3	-7	-10
COc1ccc(C(=O)N/N=C/c2ccc(OC(=O)c3ccccc3)cc2)cc1	-5[fluorescence artefact?]	-3	nt	1	4	-2[fluorescence artefact?]	1	3	-5
CCOC(=O)Cc1csc(NC(=O)c2cc(=O)c3ccccc3o2)n1	3	-7	2	0	4	3	-5	-5	-14
Cc1c(C=O)c2ccccc2n1CC(=O)NCc1ccccc1	6	-4	-103	-1	5	4	0	5	3
O=C(NCCC1=CCCCC1)C1CCN(S(=O)(=O)N2CCOCC2)CC1	-6	1	9	0	-7	-4	12	-10	2
COc1ccc(-c2cc(-c3ccc(OC)c(OC)c3)n[nH]2)c(O)c1	-4[fluorescence artefact?]	2	-1	0	-1	11[fluorescence artefact?]	8	-7	-1
Cc1ccc(N2CCN(C(=O)c3ccccc3NC(=O)C3CC=CCC3C(=O)O)CC2)cc1 (configuration not stated)	11	5	8	0	3	-10[fluorescence artefact?]	-5	-8	-10
COc1cccc(C2SCC(=O)N2c2ccc(C)cc2)c1OC (configuration not stated)	-3	22	8	-2	-1	1	13	13	-7
CC(C)(C)OC(=O)NNC(=S)NCc1ccc(Cl)cc1	-20	1	2	1	-5	11[fluorescence artefact?]	10	4	-12
Cc1ccc(CNS(=O)(=O)c2ccc(C(C)(C)C)cc2)n1C	-22	-11	4	-1	-4	-7	-2	-9	7
O=C(N/N=C/c1ccncc1)c1cccc([N+](=O)[O-])c1	-7	4	2	1	-2	-1	9	-8	-9
